Source: PubChem
E-sel inducer – E-selectin induction in HUVECs, primary screen, imaging, HUVEC, immunofluorescence imaging, single point; activation, % at 7.58 µM; P16581; normalized: neutral wells 0, TNF-alpha wells 100; 260,000 tested, 0.37% active; AID 686992, 2013;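 active = mean E-selectin-positive cell signal at least 10% of the positive control, reached in at least 60% of replicates, without over 20% cell loss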;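 note: in these data hits start at about 27%; measured in HUVEC primary endothelial cells; signal is the percent of cells scored E-selectin positive by PE staining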
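Test system: HUVEC | Signal: Immunofluorescence imaging | Read-out: Percent E-selectin-positive cells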
Xi reactivation – activators of inactive X chromosome reactivation, primary screen, imaging, XiGFP fibroblasts, GFP high-content imaging, set 2; 360,000 tested, 0.055% active; activation, % at 7.58 µM; XiGFP mouse fibroblasts, % GFP-positive cells imaging, 3 d; cells co-treated with 5-aza-dC sensitizer; scaled so ellipticine positive control = 100%;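 active = mean normalized replicate activation at least 10% and every replicate at or above 10%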;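 note: 0% = median of on-plate neutral control wells and 100% = ellipticine 6 µM median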
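Schedule: 3 d treatment, 15 min room-temperature fixation; system: 68-5-11 XiGFP fibroblast line; buffer or medium: DMEM plus 5-aza-dC sensitizer; control set: ellipticine 6 µM positive control; compound: one concentration, pinned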
EWS-Fli block – EWS/Fli-driven NR0B1 reporter inhibitors, primary screen, A673 cells, NR0B1 luciferase, luminescence, MLPCN library; inhibition, % at 12.6 µM; viability-normalised; AID 651661, 2012; 350,000 tested, 0.67% active;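 active = mean inhibition of at least 50% after viability correction, with every replicate also passing that limit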;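 note: firefly luciferase signal divided by Alamar Blue viability fluorescence both relative to DMSO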
RAD54 branch – inhibitors of human RAD54 branch migration, primary screen, biochemical, fluorescence, single point | inhibition, % at 10.4 µM | RAD54 Holliday junction branch migration, FAM/BHQ fluorescence | DNA repair and recombination protein RAD54-like (Homo sapiens), Q92698 | 360,000 tested, 0.14% active;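 active = mean normalized replicate activity at least 40 and at least half of replicates scoring 40 or more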;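 note: 0% = median of neutral control wells and 100% = median of positive control wells; inhibitors cause a drop in the FAM fluorescence signal; in these data hits start at about 50%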
Target sequence (Q92698 whole entry, looked up): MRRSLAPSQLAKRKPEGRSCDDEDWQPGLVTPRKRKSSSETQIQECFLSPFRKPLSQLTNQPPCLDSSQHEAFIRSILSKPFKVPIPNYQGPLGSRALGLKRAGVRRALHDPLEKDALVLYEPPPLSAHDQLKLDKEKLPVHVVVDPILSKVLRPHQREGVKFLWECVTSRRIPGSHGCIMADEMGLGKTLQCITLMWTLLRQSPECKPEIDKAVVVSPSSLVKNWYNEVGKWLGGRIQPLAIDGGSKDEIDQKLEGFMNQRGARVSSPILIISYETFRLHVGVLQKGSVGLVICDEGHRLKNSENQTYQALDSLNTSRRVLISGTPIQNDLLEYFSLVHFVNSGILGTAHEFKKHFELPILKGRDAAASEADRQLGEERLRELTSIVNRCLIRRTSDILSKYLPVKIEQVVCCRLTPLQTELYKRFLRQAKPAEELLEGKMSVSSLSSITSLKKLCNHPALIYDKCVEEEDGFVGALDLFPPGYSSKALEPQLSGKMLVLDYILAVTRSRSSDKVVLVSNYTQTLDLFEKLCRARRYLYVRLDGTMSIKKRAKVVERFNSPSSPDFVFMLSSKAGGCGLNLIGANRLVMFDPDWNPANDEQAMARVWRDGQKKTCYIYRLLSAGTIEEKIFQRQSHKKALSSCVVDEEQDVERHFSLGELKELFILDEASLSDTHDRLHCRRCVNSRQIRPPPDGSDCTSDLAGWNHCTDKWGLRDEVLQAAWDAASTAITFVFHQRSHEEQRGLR
FN deposit inh – inhibitors of fibronectin matrix deposition, primary screen, AH1F cells, Alexa488-fibronectin fluorescence, plate reader. AH1F fibroblasts, overnight. inhibition, % at 12.6 µM. 350,000 tested, 0.086% active;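 active = mean inhibition across replicates of 30% or more, regardless of how many single replicates reach that level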;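 note: positive control wells lacked labelled fibronectin entirely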
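test system = AH1F fibroblasts assembling fluorescent fibronectin matrix | quantity = 10000 AH1F cells per well | buffer or medium = DMEM plus 2% serum, read in PBS | doses = single dose, pinned | incubation = 1 h cell attachment, overnight exposure to compound and label | detection = fluorescence at 485 nm excitation, 525 nm emission | read-out basis = inhibition from reduced deposited-fibronectin fluorescence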
S100A4 inh HTS – inhibitors of S100A4-myosin IIA peptide binding, primary screen, biochemical, fluorescence polarization, TAMRA-MyoIIA peptide; 360,000 tested, 0.14% active; AID 652163, 2013; Protein S100-A4 (Homo sapiens), P26447; inhibition, % at 10.7 µM;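 active = mean inhibition of at least 70% across replicates, with every replicate also reaching that level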
Target sequence (P26447 whole entry, looked up): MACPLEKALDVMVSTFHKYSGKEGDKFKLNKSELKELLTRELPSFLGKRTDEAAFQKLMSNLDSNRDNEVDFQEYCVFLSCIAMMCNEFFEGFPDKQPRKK
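Assay system: human S100A4 monomer with TAMRA-labelled myosin IIA peptide / Buffer or medium: Calcium-containing HEPES buffer, pH 7.2 / Reagent: TAMRA-labelled myosin IIA heavy-chain peptide probe, 5 nM / Compound: one dose per compound / Timing: polarization read 5 min after assay mix addition, stable 5–60 min / Benchmarks: neutral control DMSO, positive control TFP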
RAD52 anneal inh – RAD52 DNA annealing inhibitors, primary screen, biochemical, FRET, single point, set 2; DNA repair protein RAD52 homolog (Homo sapiens), P43351; recombinant RAD52 DNA annealing, FRET fluorescence; inhibition, % at 18.7 µM; 360,000 tested, 0.46% active; AID 651710, 2012;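 active = every replicate showing at least 50% inhibition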
esBAF inh – Bmi1 luciferase reporter increase in mESCs, primary screen, esBAF inhibitor project, mouse ES cells, Bmi1 luciferase knock-in, single point; reporter increase, % at 12.5 µM; 24 h; 100% = twice the neutral-well signal; 350,000 tested, 2% active; in the data active = activation above about 40%;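 note: 0% = median of the plate's neutral control wells and 100% = double that signal; a rise in the Bmi1 reporter signal indicates esBAF inhibition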
Starred values were filed as active, the others as inactive; x = no result given; & = joins results of further samples. The order is random; 3% or so of the library scored in one or more.

No.	Structure	E-sel inducer	Xi reactivation	EWS-Fli block	RAD54 branch	FN deposit inh	S100A4 inh HTS	RAD52 anneal inh	esBAF inh
1	CCCCN(C)C(=O)CNC(=O)c1nn(-c2ccc(OC)cc2OC)c(=O)c2ccccc12	0.0	0.0	-0.9	-0.4	2.0	-2.4	-2.6	0.3
2	CC(=O)c1cccc(NC(=O)CN(C)S(=O)(=O)c2cccc3nsnc23)c1	x	0.0	-3.1	3.0	11.3	5.8	4.2	-3.2
3	Cc1ccc(Sc2ncccc2C(=O)NCc2cc([N+](=O)[O-])ccc2O)cc1C	0.5	-0.1	1.6	-22.6	x	-1.5	-13.5	-9.1
4	Cc1ccccc1OCc1nc(-c2ccc(-n3cccc3)cc2)no1	0.1	0.2	-2.7	-1.9	1.3	-0.8	-24.8	4.5
5	N/C(=N\OC(=O)Cc1cccs1)c1ccc(Cl)cc1	6.3	0.3	-89.6	-12.4	-13.9	-4.3	-1.4	81.2*
6	CC(C)C(C(=O)Nc1ccccc1)N1C(=O)c2ccccc2C1=O (stereo not given)	-1.9	0.0	-0.3	9.5	-5.2	-4.0	4.6	-2.7
7	CCOC(=O)c1ccc(NC(=O)C2CCN(S(=O)(=O)c3c(C)nn(C)c3C)CC2)cc1	-0.6	0.1	-8.1	-8.8	4.1	-2.7	0.6	-3.6
8	CNC[C@@H]1Oc2ccc(NC(=O)Cc3cn(C)c4ccccc34)cc2CC(=O)N([C@@H](C)CO)C[C@H]1C	-6.4	0.1	-2.2	-1.5	x	-0.1	10.8	-4.9
9	O=S(=O)(c1cccc(Cl)c1)N1[C@@H]2CNC[C@H]1C2c1ccc(-c2ccncc2)cc1 (stereo not given in full)	-0.1&0.0	0.0&0.0	-14.7	x	-1.7&4.4	1.4&-5.4	20.4&3.3	x
10	Cc1ccc(NC(=O)CSc2nc(N)c3c4c(sc3n2)CSC(C)(C)C4)cc1	1.6	0.2	17.8	x	9.1	-1.2	-20.7	x
11	Cc1ccc(S(=O)(=O)NC(=O)NCCCN2CCOCC2)cc1	x	-0.1	1.3	-1.1	6.0	1.2	-7.2	-5.2
12	CC(C)n1c(CCC(=O)O)ccc1-c1ccccc1	0.8	0.3	12.3	1.9	-5.7	1.6	-25.0	1.5
13	C[C@@H]1CCCCO[C@H](CN(C)S(C)(=O)=O)[C@H](C)CN([C@@H](C)CO)C(=O)c2cc(NC(=O)c3ccccc3)ccc2O1	-0.3	-0.1	-1.7	3.3	x	5.1	-1.8	3.2
14	O=C1CCCN1CC(O)CS(=O)(=O)Cc1ccccc1 (stereo not given)	0.2	0.0	0.1	-8.6	2.5	-2.3	-5.4	-9.0
15	COc1cccc(N2C(=O)C3NN=C(C(=O)CN4C(=O)c5ccccc5C4=O)C3C2=O)c1 (stereo not given)	-0.2	-0.1	0.4	18.1	-1.3	-22.5	-8.2	x
16	O=C(OC(C(=O)NCc1ccccc1)c1cccs1)c1ccccc1 (stereo not given)	x	x	-15.6	8.3	x	-24.4	-2.1	x
17	O=S(=O)(NCCc1ccc(F)cc1)c1cccc2cccnc12	-2.2	0.1	7.0	x	4.3	-7.0	-22.0	x
18	CC(C)=CCC[C@](C)(O)C1CC[C@]2(C)C1[C@H](O)CC1[C@@]3(C)CC[C@H](O[C@@H]4O[C@H](CO)[C@@H](O)[C@H](O)[C@H]4O[C@@H]4O[C@H](CO)[C@@H](O)[C@H](O)[C@H]4O)C(C)(C)C3CC[C@]12C (stereo not given in full)	-0.3	-0.1	-0.2	8.9	12.5	-4.7	-24.3	-8.4
19	CCOC(=O)[C@]12CCCC=C1N(Cc1ccc3c(c1)OCO3)C(=O)[C@H](CC(=O)NCC1CCCCC1)C2	x	-0.1	-3.4	x	17.3	-0.6	-17.6	x
20	O=C(CSc1nc(=O)n2ccccc2n1)Nc1ccc2c(c1)OCO2	x	0.0	-7.2	x	4.3	-4.3	-4.8	20.8
21	C[C@@H]1CCCCO[C@H](CN(C)C(=O)NC2CCCCC2)[C@H](C)CN([C@H](C)CO)C(=O)c2cc(NC(=O)NC3CCCCC3)ccc2O1	-0.2	0.1	0.2	3.7	-4.8	2.7	11.6	4.4
22	CCC(=O)N1[C@@H]2c3ccc(/C=C/c4ccccc4)c(=O)n3C[C@H]1[C@H](CO)[C@H]2C(=O)N1CCOCC1	0.0	0.3	-8.0	10.7	x	0.1	3.5	0.0
23	O=C(CCc1nnc2ccc(NCc3ccco3)nn12)N1CCN(c2ccccc2)CC1	x	0.0	6.8	2.1	8.3	3.6	-9.3	2.8
24	COCCN1C=C2C(=O)C(C)(OC(=O)c3cccs3)C(=O)C=C2C=C1CCCC(=O)OC (stereo not given)	0.1	0.1	-14.6	-1.5	-18.4	7.7	-54.8	-1.6
25	CCN(CC)S(=O)(=O)N1CCN(S(=O)(=O)N2CCOCC2)CC1	x	0.0	-42.3	x	-7.6	4.8	-23.4	-4.8
26	Cc1noc(C)c1S(=O)(=O)Nc1ccc2c(c1)C(=O)N([C@H](C)CO)C[C@H](C)[C@@H](CN(C)C(=O)CCCN(C)C)OCCCC[C@@H](C)O2	0.0	0.1&0.3	-9.3	3.9	-3.6	-5.6&-0.8	-9.6&-0.6	1.6
27	CC=Cc1ccc2n(c1=O)C[C@@H]1[C@@H](CO)[C@H](C(=O)NCC3CC3)N(CCC)[C@H]21 (mixture of isomers)	0.1	-0.1	-5.9	x	x	14.7	-15.0	x
28	COc1ccc(CN(C)C[C@H]2OCCCC[C@H](C)Oc3ccc(NS(=O)(=O)c4cn(C)cn4)cc3C(=O)N([C@H](C)CO)C[C@@H]2C)cc1	0.2	-0.3	0.1	5.6	x	-4.4	12.5	3.8
29	CCCCOc1ccc(CSCCN)cc1Cl	0.1	0.1	18.9	8.1	2.8	-10.0	-7.9	-7.5
30	O=C(C[C@H]1C[C@@H]2c3cc(NC(=O)Nc4ccc(C(F)(F)F)cc4)ccc3O[C@@H]2[C@H](CO)O1)NCc1ccccn1	0.4	0.0	-3.5	-0.2	-4.5	0.7	16.7	3.0
31	Cc1ccc(-n2nnc(-c3cnc4ccccc4c3)n2)cc1	1.4	0.1	35.1	-7.0	1.7	0.4	-14.9	-36.8
32	Cc1nn(C)cc1S(=O)(=O)N1CCN(Cc2ccc(F)cc2Cl)CC1	x	0.0	0.2	x	2.9	1.9	-2.8	-3.4
33	Cc1ccc(C(=O)NC(=S)Nc2cccc(-c3nc4ccccc4s3)c2)cc1	x	-0.1	-96.6	-8.2	-7.3	1.5	-18.9	x
34	CCOc1ccc(N2C(=O)C3Sc4[nH]c(=O)sc4C(/C=C/c4ccccc4)C3C2=O)cc1 (stereo not given)	x	0.1	-20.4	-13.0	6.3	-1.8	-38.1	x
35	O=C(NCCNC1CCCCC1)c1ccco1	-0.1	0.1	6.1	-0.4	1.2	33.1	-17.7	-9.0
36	CCCCN(Cc1ccccc1)C(=O)C1CCN(S(=O)(=O)c2c(C)noc2C)CC1	x	x	6.8	3.3	x	-1.5	0.4	-6.5
37	COc1ccc(CNC(=O)CCNS(=O)(=O)c2ccc(Br)s2)cc1	0.0	0.2	-2.3	4.3	-0.1	-8.7	-5.7	-10.7
38	CC(=O)Nc1ccc(OCC(O)CN2C(C)(C)CC(O)CC2(C)C)cc1 (stereo not given)	0.1	0.7	-19.9	x	-2.2	1.8	-12.1	x
39	COc1cc(C(=O)N/N=C(\C)c2ccc3c(c2)OCO3)cc(OC)c1OC	x	0.1	45.5	x	-5.5	2.6	-9.2	x
40	CCC[n+]1c(C)sc2c(OC)ccc(OC)c21	0.1	0.0	-11.1	-10.3	-4.2	-0.4	-4.7	-1.1

Entries of single compounds, quoted from the list. Order of values: E-sel inducer	Xi reactivation	EWS-Fli block	RAD54 branch	FN deposit inh	S100A4 inh HTS	RAD52 anneal inh	esBAF inh
Shown for `Cc1ccc(C(=O)NC(=S)Nc2cccc(-c3nc4ccccc4s3)c2)cc1` → x	-0.1	-96.6	-8.2	-7.3	1.5	-18.9	x
Shown for `CC(=O)Nc1ccc(OCC(O)CN2C(C)(C)CC(O)CC2(C)C)cc1` (stereo not given) → 0.1	0.7	-19.9	x	-2.2	1.8	-12.1	x
Shown for `COc1cc(C(=O)N/N=C(\C)c2ccc3c(c2)OCO3)cc(OC)c1OC` → x	0.1	45.5	x	-5.5	2.6	-9.2	x
Shown for `CCOc1ccc(N2C(=O)C3Sc4[nH]c(=O)sc4C(/C=C/c4ccccc4)C3C2=O)cc1` (stereo not given) → x	0.1	-20.4	-13.0	6.3	-1.8	-38.1	x
Shown for `CCCCN(Cc1ccccc1)C(=O)C1CCN(S(=O)(=O)c2c(C)noc2C)CC1` → x	x	6.8	3.3	x	-1.5	0.4	-6.5

The list continues.
No.	Structure	E-sel inducer	Xi reactivation	EWS-Fli block	RAD54 branch	FN deposit inh	S100A4 inh HTS	RAD52 anneal inh	esBAF inh
41	O=C(CCCN1C(=O)/C(=C/c2ccccc2Cl)SC1=S)N1CCCC1	x	0.2	3.4	7.3	4.6	0.8	-33.7	7.2
42	O=C(COC(=O)c1ccc2c(c1)OCO2)Nc1ccccc1OC(F)F	-0.5	0.2	0.0	2.5	8.8	-9.8	-2.8	0.0
43	CCC(=O)Nc1ccc2c(c1)OC[C@H](C)N(CC1CCOCC1)C[C@@H](C)[C@@H](OC)CN(C)C2=O	0.2	-0.4	-2.2	-6.3	-4.9	-9.1	-0.5	2.1
44	O=C(NC1(C(=O)O)CCCC1)c1ccccc1	-0.6	0.0	-0.3	x	2.1	-3.1	-6.4	5.1
45	C[C@@H]1CN([C@@H](C)CO)C(=O)c2cc(NC(=O)c3ccncc3)ccc2O[C@H]1CN(C)C	x	-0.9	-12.2	14.4	x	-8.8	-2.1	-3.5
46	COc1ccc(C(CNC(=O)c2ccc(-c3cccc(C(F)(F)F)c3)o2)N2CCOCC2)cc1 (stereo not given)	x	0.3	8.5	-12.0	-0.7	29.6	-36.3	6.3
